PhoP GFP inhibition: PhoP regulon inhibitors, Salmonella typhi PhoP promoter GFP reporter, confirmatory (AID 1850); Salmonella Typhi PhoP-promoter GFP reporter, fluorescence, 4 h; higher % means a stronger effect; inhibition, % at 50 µM, or IC50 in µM where a hit was titrated; actives 0.33% (n = 310,000); in the data active means a potency from the dose series; inconclusive means inhibition mostly from about 25% at the one dose, without a potency; inactive means the rest, 99 in 100 with inhibition below about 19%;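 further: 0% = induced wells with vehicle and 100% = uninduced wells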
M. tuberculosis: growth inhibition of non-replicating M. tuberculosis (AID 488890); Mycobacterium tuberculosis non-replicating, growth inhibition; higher % means a stronger effect; one-dose inhibition, % at 25 µM; IC50 in µM for titrated hits; actives 0.39% (n = 320,000); in the data active means a potency from the dose series; inconclusive means inhibition mostly from about 82% at the one dose, without a potency; inactive means the rest, 99 in 100 with inhibition below about 76%;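 further: plate controls were DMSO cells for no effect and high antibiotic wells for full effect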
inhibitors of VEEV: inhibitors of VEEV TC-83 cytopathic effect, confirmation, Vero cells (AID 588727); Vero cells, VEEV TC-83 cytopathic effect inhibition; higher % means a stronger effect; one-dose inhibition, % at 20 µM; IC50 in µM for titrated hits; actives 0.13% (n = 350,000); in the data active means a potency from the dose series; inconclusive means inhibition mostly from about 14% at the one dose, without a potency; inactive means the rest, 99 in 100 with inhibition below about 12%; further: strong numbers were not always called active
H1N1 NS1A inhibition: H1N1 influenza NS1A inhibitors, functional cell based assay (AID 504329); NS1A functional cell-based assay, percent inhibition; higher % means a stronger effect; one-dose inhibition, % at 12.5 µM; IC50 in µM for titrated hits; actives 0.3% (n = 340,000); in the data active means a potency from the dose series; inconclusive means inhibition above about 27% without an active follow-up result; further: strong numbers were not always called active
M. tuberculosis HTS: M. tuberculosis growth inhibition, HTS (AID 449762) | inhibition, % at 25 µM; hits with a dose series show IC50 in µM | M. tuberculosis H37Rv growth inhibition, 7H9 media; higher % means a stronger effect | actives 0.59% (n = 330,000); in the data active means a potency from the dose series; inconclusive means inhibition above about 70% without an active follow-up result;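 further: bacterial growth assessed after seven days of incubation; strong numbers were not always called active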
inhibitors of VEEV 10K pilot screen: also measured in inhibitors of VEEV; calls as there; inhibition, %; measured here: 10K pilot screen inhibition
* = called active by the depositor; i = inactive; ? = inconclusive; · = no result given.

SMILES	PhoP GFP inhibition	M. tuberculosis	inhibitors of VEEV	H1N1 NS1A inhibition	M. tuberculosis HTS	others
O=C(NCc1ccc2c(c1)OCO2)c1ccc2c(c1)N(Cc1c(F)cccc1Cl)C(=O)CS2	5%	-1%	0.8%	1%	-6%
COc1cccc(C(C)NC(=O)Nc2ccccc2Cl)c1 (centres undefined)	-8%	39%	2.1%	-13%	-5%
Cc1ccc2nc(-c3ccccn3)c(NC3CCCC3)n2c1	0%	i	3.4%	18%	?
Cc1c(CC(=O)NCCC(=O)O)c(=O)oc2cc3oc4c(c3cc12)CCCC4	-5%	-4%	0.2%	1%	-13%
CCc1c(C(=O)NC2CCCc3ccccc32)[nH]c(C)c1C(C)=O (centres undefined)	4%	14%	9.9µM*	7%	-2%
CCN(c1ccccc1)S(=O)(=O)c1ccc(OC)c(NC(=O)CN(C)C)c1	15%	7%	i	-24%	-12%
CCOC(=O)c1sc(NCC2CCCO2)nc1C (centres undefined)	-1%	-1%	0.6%	10%	-2%
CCOc1cc(-c2c(C#N)c(N)nc3c2CCCC3)ccc1O	-12%	14%	11%	2%	-12%
CCc1ccc([C@H]2C(C(=O)O)=C[C@@H](CC3CCCC3)N2S(=O)(=O)c2ccc(C)cc2)cc1	·	48%	i	1%	0%
CC(C)C[C@H](NC(=O)c1nc[nH]c1C(=O)N1CCC(C)CC1)C(=O)OC(C)(C)C	-13%	24%	0.3%	10%	-9%
COc1ccc(N2CCN(S(=O)(=O)c3c(C(=O)N4CCOCC4)c(C)n(C)c3C)CC2)cc1	4%	-7%	3.7%	-6%	-11%
C=CCNC(=O)NC(=O)COC(=O)/C(C#N)=C/c1ccc(OC)cc1	33%	-3%	0.5%	10%	4%
Cc1ccccc1Cn1cc(/C=N/n2cnnc2)c2ccccc21	-2%	42%	6.2%	4%	51%
COC(=O)C1=C(c2ccc(F)cc2OCc2ccccc2)C[C@@H]2CC[C@H]1N2C(=O)NCc1cccc(C(F)(F)F)c1	·	-4%	i	5%	2%	inhibitors of VEEV 10K pilot screen=3.3
COc1cc(CNCCN(C)C)ccc1OCc1c(F)cccc1Cl	19%	27%	i	-4%	-3%
CC(=O)N1CCCc2ccc(NS(=O)(=O)c3ccc(C)c(C)c3)cc21	-1%	12%	i	10%	3%
COc1ccc(C(=O)N/N=C(\C)CC(=O)Nc2ccc3ccccc3c2)c(OC)c1	1%	43%	1.8%	-4%	?
CCc1ccc(NC(=O)CSc2nc3ccsc3c(=O)n2CCCCCC(=O)O)cc1	-4%	-6%	0.8%	-5%	8%
CCn1cc(S(=O)(=O)N2CCN(Cc3cccc(Cl)c3)CC2)cn1	-17%	14%	1.4%	10%	-2%
CCn1c(=O)c2c3c(sc2n(C)c1=O)CCC3	-7%	-9%	1.6%	1%	0%

Among those listed so far, these contain a COOH group.
SMILES	PhoP GFP inhibition	M. tuberculosis	inhibitors of VEEV	H1N1 NS1A inhibition	M. tuberculosis HTS	others
Cc1c(CC(=O)NCCC(=O)O)c(=O)oc2cc3oc4c(c3cc12)CCCC4	-5%	-4%	0.2%	1%	-13%
CCc1ccc([C@H]2C(C(=O)O)=C[C@@H](CC3CCCC3)N2S(=O)(=O)c2ccc(C)cc2)cc1	·	48%	i	1%	0%
CCc1ccc(NC(=O)CSc2nc3ccsc3c(=O)n2CCCCCC(=O)O)cc1	-4%	-6%	0.8%	-5%	8%

Next section
SMILES	PhoP GFP inhibition	M. tuberculosis	inhibitors of VEEV	H1N1 NS1A inhibition	M. tuberculosis HTS	others
Cc1ccc(O)c(CCc2ccccc2)n1	0%	-3%	0.1%	2%	6%
COc1ncnc2c1sc1nc(-c3ccccc3)c3c(c12)CCCC3	-22%	11%	0.9%	-5%	3%
O=C(CSc1nc2ccccc2c(=O)n1Cc1ccco1)NCc1ccco1	-14%	-2%	0.1%	-2%	-6%
COc1ccc2[nH]c(=O)c(CN(CC3CCCO3)C(=O)Nc3ccccc3)cc2c1 (centres undefined)	-7%	4%	0.6%	-5%	-2%
CCOC(=O)c1[nH]ncc1CN1CCCC(C(=O)c2cccc3ccccc23)C1 (centres undefined)	-6%	35%	9.3%	2%	-2%
COc1ccc2[nH]c(C(=O)N(C)c3ccc(F)cc3F)cc2c1	9%	-7%	2.0%	0%	3%
C=CCc1cc(OC)ccc1OCCOCCC(C(=O)OCC)C(=O)OCC	-4%	19%	0.3%	-3%	-13%
CC(/C=C\c1ccccc1)=C/C(=O)O	1%	34%	i	-1%	-2%
Cn1c(=O)c2c(nc(OCc3cccnc3)n2Cc2c(F)cccc2Cl)n(C)c1=O	-6%	9%	i	3%	3%
COc1cc(C(C)=O)ccc1OCc1cc(C(=O)N(C)CCC2CCCCO2)no1 (centres undefined)	-5%	19%	1.5%	8%	4%
COc1ccc(-c2nn(-c3ccccc3)cc2C(=O)O)cc1N	-3%	-15%	0.7%	-16%	1%
CCOC(=O)c1ccc(NC(=O)c2ccc(C)c(S(=O)(=O)N3CCOCC3)c2)cc1	8%	28%	8.2%	5%	-1%
Cc1cc(OC(=O)c2cc([N+](=O)[O-])ccc2Cl)c([N+](=O)[O-])c(=O)[nH]1	-12%	-12%	0.8%	3%	-5%
COc1ccc(/C=C2\CCCC3C2=NN(C(=O)COC(=O)CNC(=O)c2ccccc2)C3c2ccc(OC)cc2)cc1 (centres undefined)	-8%	4%	i	0%	-6%
O=C(CN1C(=O)NC(Cc2c[nH]c3ccccc23)C1=O)Nc1ccccc1Br (centres undefined)	·	17%	0.7%	-4%	-1%
CCOc1ccc(C=NN2CCCCCC2)cc1OCC	·	·	1.3%	14%	·
CN(c1ccccc1)S(=O)(=O)c1cccc(C(=O)NCCCN2CCCC2=O)c1	5%	1%	0.2%	13%	-9%
CCC(=O)NNC(=S)NC(=O)c1ccc(C)cc1	-4%	?	0.3%	-7%	65%
CC(=O)NS(=O)(=O)c1ccc(NC(=O)c2oc3c(Cl)cccc3c2C)cc1	-11%	5%	·	·	0%
Cc1cccc(/N=C/c2c(O)cc(C)oc2=O)n1	8%	-23%	i	-10%	-4%
COc1ccc(N2CCN(C(=O)CN(c3ccc(OC)cc3)S(=O)(=O)c3ccccc3)CC2)cc1	-5%	2%	5.8%	-2%	-1%
O=C(NC1CC1)c1cc2cc(Br)ccc2s1	0%	18%	1.8%	-1%	-2%
CC1Cc2nc(SCC(=O)Nc3nccs3)n(C)c(=O)c2S1 (centres undefined)	-15%	·	1.4%	2%	-2%
Cc1ccnc(NC(=O)CCC(=O)N(CC(=O)NC(C)(C)C)Cc2ccc3c(c2)OCO3)c1	7%	-5%	4.4%	-1%	2%
OC1(c2ccc(Br)cc2)CCNCC1	6%	37%	i	-1%	-5%
CC(C)(C)c1ccc(C(=O)N2CCN(c3ncccn3)CC2)cc1	3%	3%	i	-4%	5%
COc1ccc(Cl)cc1NC(=O)CCS(=O)(=O)c1cc2c(cc1C)NC(=O)CO2	0%	-14%	12%	4%	-2%
CCC1CCCCN1Cc1ccc(OC)c(C)c1 (centres undefined)	-1%	-14%	i	-1%	0%
Cc1cccc(NC(=O)C2CCCN(C(=O)Nc3ccc(F)cc3)C2)c1 (centres undefined)	5%	-3%	0.2%	3%	-9%
O=C(CN1CCN(c2ccc(Cl)cc2)CC1)c1ccc2c(c1)OCO2	-3%	23%	6.3%	0%	-3%
CCOc1ncccc1C(=O)OCc1cccc([N+](=O)[O-])c1	-2%	52%	2.0%	-5%	6%
COC(=O)C1(C)NC(c2cccs2)C2C(=O)N(c3ccccc3F)C(=O)C21 (centres undefined)	11%	12%	2.5%	3%	1%
CC(NC(=O)c1cc2ccccc2oc1=O)c1ccccc1 (centres undefined)	-5%	0.86µM*	0.1%	-3%	5%
CCOc1c2ccc(C(=O)NCc3ccc(OC(F)(F)F)cc3)cc2nn1CC	9%	2%	0.2%	-6%	4%
CC(NC(=S)N1CCOCC1)c1ccccc1 (centres undefined)	-6%	6%	0.2%	2%	-8%
Nc1c(C(=O)NC2CC2)sc2nc3c(c(-c4ccco4)c12)CC/C3=C/c1ccco1	2%	-10%	10%	13%	1%
CCC1=C2CC[C@H]3C(=O)N(c4ccccc4)C(=O)[C@H]3[C@H]2[C@@]2(C)C(=NCC(=O)OC)OC(=O)N2C1=O	-2%	-9%	8.8%	0%	-10%
CCOP(=O)(OCC)Oc1cc(C)c(N(C)C)c(C)c1	3%	17%	i	-24%	-1%
CCC(NC(=O)NCCCn1ccnc1)(C(F)(F)F)C(F)(F)F	-6%	-19%	0.1%	7%	-7%
O=c1oc(CCCO)cc2ccc(C#CC3(O)CCCCC3)cc12	·	58%	1.9%	2%	-1%

A draw from above in order of count of non-hydrogen atoms, low to high:
SMILES	PhoP GFP inhibition	M. tuberculosis	inhibitors of VEEV	H1N1 NS1A inhibition	M. tuberculosis HTS	others
CC(NC(=S)N1CCOCC1)c1ccccc1 (centres undefined)	-6%	6%	0.2%	2%	-8%
CC1Cc2nc(SCC(=O)Nc3nccs3)n(C)c(=O)c2S1 (centres undefined)	-15%	·	1.4%	2%	-2%
CC(C)(C)c1ccc(C(=O)N2CCN(c3ncccn3)CC2)cc1	3%	3%	i	-4%	5%
CCOc1c2ccc(C(=O)NCc3ccc(OC(F)(F)F)cc3)cc2nn1CC	9%	2%	0.2%	-6%	4%
COc1ccc(N2CCN(C(=O)CN(c3ccc(OC)cc3)S(=O)(=O)c3ccccc3)CC2)cc1	-5%	2%	5.8%	-2%	-1%

Further structures:
SMILES	PhoP GFP inhibition	M. tuberculosis	inhibitors of VEEV	H1N1 NS1A inhibition	M. tuberculosis HTS	others
O=C(c1ccccc1F)N1CCN(C2CCC(c3ccccc3)CC2)CC1 (centres undefined)	-1%	1%	i	8%	10%
CCOC(=O)[C@H]1[C@H]2COc3ccc(Cl)cc3[C@@H]2N2C(=O)c3cc(F)ccc3NC(=O)[C@@]12C	11%	29%	1.2%	3%	2%
Cc1cc(Oc2ccc3ccccc3c2)nc(SCC(=O)c2ccccc2)n1	-3%	66%	7.1%	-4%	9%
CN(N=O)c1ccc(C=C2C=Cc3ccccc32)cc1	·	·	0.4%	-9%	·
COc1ccccc1CNC(=O)c1nn(-c2ccc(C)cc2)c(=O)c2c1c1ccccc1n2C	-10%	-1%	1.0%	2%	-11%
C=CC[C@@H](CC(=O)N[C@@H](CO)Cc1ccccc1)C(=O)N[C@H](COC(=O)[C@@H](CC=C)Cc1ccc(F)cc1)C(C)(C)C	·	51%	i	5%	-11%
COC(=O)c1ccc(C(=S)N2CCOCC2)cc1	2%	-2%	0.6%	2%	4%
Cc1ccc(NC(=O)CCc2ccc(S(=O)(=O)N3CCOCC3)cc2)c(C)c1	-6%	-8%	2.7%	3%	-4%
CC1Sc2ccc(C(=O)Nc3ccc(S(=O)(=O)N(C)C)cc3)cc2NC1=O (centres undefined)	8%	32%	7.7%	-6%	-1%
O=C(NCC(c1ccc(F)cc1)N1CCOCC1)c1cccnc1Sc1ccccc1 (centres undefined)	4%	5%	1.8%	-6%	-5%
CN1C(=O)C(CC(=O)Nc2ccc3c(c2)Cc2ccccc2-3)N(C)C1=O (centres undefined)	9%	-6%	3.7%	-3%	-3%
COC(=O)c1sc(-c2ccc(C(C)(C)C)cc2)cc1NC(=O)CSCC(=O)O	8%	14%	1.6%	0%	10%
COCCC(=O)N1CCC(Oc2ccc(C(=O)NCc3csc(C)n3)cc2)CC1	-3%	0%	0.5%	1%	-7%
OCc1ccc2c(c1)c(-c1ccc3c(c1)OCCO3)c(-c1ccccc1)n2-c1ccccc1	·	39%	12%	-10%	44%
Cc1ccc(-c2ccc(/C=C(\C#N)C(N)=S)o2)c([N+](=O)[O-])c1	·	·	0.7%	6%	·
O=C(CCNC(=O)c1ccc(Cl)cc1)Nc1ccc(F)cc1F	1%	79%	i	-3%	-3%
COc1ccc(Nc2ccc(S(=O)(=O)N3CCCCC3)cc2[N+](=O)[O-])cc1OC	9%	?	1.5%	29µM*	0%
CC(C)Oc1ccc(S(=O)(=O)N2CCOCC2)cc1NC(=O)C1COc2ccccc2O1 (centres undefined)	·	1%	6.1%	-3%	5%
COc1ccc(/C=N/NC(=O)CN(CCc2ccccc2)S(=O)(=O)c2ccc(NC(C)=O)cc2)cc1OC	-1%	41%	3.2%	-4%	-11%
COCCN(C(=S)Nc1ccccc1OC)C1CCN(C(C)C)CC1	4%	8%	0.8%	-1%	-2%
O=C(NCCCN1CCOCC1)c1cccc(NC(=O)c2ccccc2)c1	0%	-15%	0.8%	-1%	5%
CC(C)(Oc1ccc(C2CC2(Cl)Cl)cc1)C(=O)O (centres undefined)	-11%	-16%	0.9%	0%	-6%

Source: PubChem (Southern Research Specialized Biocontainment Screening Center)
